# NR3A LBD binder – modulators (binders) of human NR3A ligand-binding domain | NR3A LBD differential scanning fluorimetry, Tm shift; 0% = protein alone, 100% = glycine-bound protein | Tm shift relative to glycine control, % at 25 µM | 340,000 tested, 2.5% active | AID 1259313;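 active = melting temperature shift of at least 10% of the positive control shift, at one fixed dose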
# SENP6 inh – inhibitors of human SENP6 protease | AID 2599 | 330,000 tested, 1.8% active | Recombinant SENP6 catalytic domain, aminoluciferin luminescence | inhibition, % at 10 µM;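 active = inhibition above about 50% at the single tested dose, limit read from the data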;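 note: plate controls were DMSO wells with enzyme for no effect and DMSO wells lacking enzyme for full effect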
# ATG4B inh – inhibitors of human ATG4B cysteine protease; ATG4B cleavage of LC3-PLA2, NBD-HPC fluorescence, 1 h; inhibition, % at 8.33 µM; 340,000 tested, 0.51% active; AID 504462; in the data active = inhibition above about 40%
# Target sequence (Q9Y4P1 whole entry, looked up): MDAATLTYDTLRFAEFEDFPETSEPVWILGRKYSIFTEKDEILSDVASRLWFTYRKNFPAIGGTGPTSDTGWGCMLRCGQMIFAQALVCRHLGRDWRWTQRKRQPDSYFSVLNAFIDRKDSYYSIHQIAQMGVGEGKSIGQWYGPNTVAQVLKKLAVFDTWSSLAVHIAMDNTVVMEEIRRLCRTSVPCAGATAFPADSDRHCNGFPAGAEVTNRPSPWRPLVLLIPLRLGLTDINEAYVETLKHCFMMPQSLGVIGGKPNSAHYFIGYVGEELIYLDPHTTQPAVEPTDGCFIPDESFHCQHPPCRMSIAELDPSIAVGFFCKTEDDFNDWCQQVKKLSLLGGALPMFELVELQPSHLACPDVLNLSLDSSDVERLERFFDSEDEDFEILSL
# SENP1 FRET inh – inhibitors of human SENP1 SUMO protease catalytic domain; Q9P0U3; recombinant SENP1 catalytic domain, CyPet-SUMO1-YPet FRET cleavage; inhibition, % at 10 µM; 360,000 tested, 0.21% active;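 active = inhibition at least 30% at 10 µM, raw YFP signal under a set limit, fluorescence ratio 0.5 to 1.5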;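 note: 0% = enzyme with DMSO and 100% = no enzyme wells; some results filed as inactive read as strong as hits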
# Target sequence (Q9P0U3 419-644 limits assumed): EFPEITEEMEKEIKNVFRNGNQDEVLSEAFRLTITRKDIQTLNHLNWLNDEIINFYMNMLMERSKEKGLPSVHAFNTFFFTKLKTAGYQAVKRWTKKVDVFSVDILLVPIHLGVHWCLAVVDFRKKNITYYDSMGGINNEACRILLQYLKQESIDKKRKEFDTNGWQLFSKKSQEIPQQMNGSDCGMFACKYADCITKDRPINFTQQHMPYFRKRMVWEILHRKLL
#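 system = hSENP1 catalytic domain, recombinant | reagent = SFCypet-SUMO1-SFYpet substrate at 25 nM | doses = one dose per compound, 10 µM, 0.5% DMSO | incubation = enzyme reaction for 50 min at room temperature, dark | measured by = FRET, CFP and YFP emission | controls = no-enzyme low, enzyme-DMSO high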
# MPTP inh – permeability transition pore inhibition | inhibition, % at 10 µM | isolated mouse mitochondria, Ca2+ swelling absorbance, 30 min | AID 602449 | 360,000 tested, 1.4% active;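 active = inhibition of 50% or more, scaled per plate between neutral and stimulator controls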;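 note: 0% = DMSO wells given calcium and 100% = 1 mM EGTA wells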
# PfGluPho inh – PfG6PD (Plasmodium falciparum) enzyme inhibition; AID 504690; PfGluPho enzyme, NADPH resazurin-diaphorase fluorescence; 350,000 tested, 0.78% active; inhibition, % at 20 µM;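 active = inhibition reaching at least a set limit at 20 µM in the primary screen, cut at about 59% in these data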;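 note: 0% = DMSO wells with substrate and 100% = DMSO wells lacking glucose-6-phosphate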
# hIAP act – increases human intestinal alkaline phosphatase activity | purified human IAP, CDP-Star luminescence, 30 min; stronger effect = higher value; 1 = vehicle-only enzyme, 0 = enzyme-free background | 330,000 tested, 0.16% active | activation factor at 10 µM | AID 2524 | P09923;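 active = activation factor of the enzyme at least 2-fold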; note: the source names both 10 and 20 µM as test concentration; values of inactives mirror those of a sister screen read the other way
# SENP8 inh – inhibitors of human SENP8 protease. 360,000 tested, 0.64% active. inhibition, % at 20 µM. Q96LD8. recombinant SENP8, Nedd8 substrate fluorescence; in the data active = inhibition mostly above about 40%, no sharp cut-off; inactive = mostly below about 27%
# Target sequence (Q96LD8 whole entry, looked up): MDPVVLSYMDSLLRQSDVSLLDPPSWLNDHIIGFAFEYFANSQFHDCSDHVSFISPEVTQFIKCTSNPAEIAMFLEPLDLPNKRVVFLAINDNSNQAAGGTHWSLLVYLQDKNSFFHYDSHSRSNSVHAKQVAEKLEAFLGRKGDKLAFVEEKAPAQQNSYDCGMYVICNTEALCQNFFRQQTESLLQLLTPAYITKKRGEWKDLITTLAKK
# * hit, by the source's call; / = no result given.
1) Cc1ccc(C(=O)N2CCN(c3ncccn3)CC2)cc1S(=O)(=O)N1CCCCC1
2) CCOc1cc(S(=O)(=O)NCc2ccc3c(c2)OCO3)ccc1F
3) O=C(O)CC(NC(=O)Cc1ccc(Cl)cc1)c1ccco1 (configuration not stated)
4) CC(C)c1cc(CN2CCN(Cc3ccc(F)c(F)c3)C(CCO)C2)[nH]n1 (configuration not stated)
5) Cc1cc(OCC(O)CN2CCCC2)ccc1C(C)C (configuration not stated)
6) O=c1[nH][nH]cc1C=Nc1ccc(Oc2ccccc2)cc1
7) COc1ccccc1NC(=O)C1=C(C)NC(=O)NC1c1cccc(OC)c1OC (configuration not stated)
8) O=S(=O)(NC1CCN(Cc2ccccc2)CC1)c1cccc(S(=O)(=O)N2CCOCC2)c1
screen / no. | 1 | 2 | 3 | 4 | 5 | 6 | 7 | 8
NR3A LBD binder | -2 | 0 | 0 | 1 | -1 | -3 | 1 | -1
SENP6 inh | -12 | -8 | -7 | -12 | -12 | -14 | -20 | -4
ATG4B inh | 2 | -3 | -5 | 17 | 0 | 4 | 2 | -3
SENP1 FRET inh | -7 | 1 | / | 1 | -1 | 1 | 0 | -11
MPTP inh | 0.0 | 1.1 | / | 0.2 | 0.7 | -0.7 | 3.2 | 1.3
PfGluPho inh | -3 | -4 | -10 | -10 | 4 | -19 | -7 | -2
hIAP act | 1 | 0.98 | 0.96 | 1.1 | 1.1 | 0.99 | 1 | 0.95
SENP8 inh | -10 | 18 | / | 14 | 10 | 32 | 11 | 19

9) O=C(NC1CCS(=O)(=O)C1)c1cn(-c2ccccc2)nc1-c1ccccc1 (configuration not stated)
10) COc1cccc(CN2CC(C(=O)NCCOc3ccccc3)CCC2=O)c1 (configuration not stated)
11) CCOc1ccc(NC(=O)c2nnn(CC(=O)Nc3ccccc3OCC)c2N)cc1
12) COC(=O)c1ccc(N=Cc2c(C(F)(F)F)[nH][nH]c2=O)cc1
13) CC1CCN(C(=O)CSc2nncn2-c2ccccn2)CC1
14) COc1ccc(-c2[nH]ncc2CN(C)C(C)c2ccncn2)c(F)c1 (configuration not stated)
15) O=C(NNC(=O)C12CC3CC(CC(O)(C3)C1)C2)c1ccccc1O
16) O=C(CSc1ccc2c(c1)OCCO2)NCc1ccccc1
screen / no. | 9 | 10 | 11 | 12 | 13 | 14 | 15 | 16
NR3A LBD binder | 1 | 1 | -2 | -4 | 1 | -2 | 1 | -2
SENP6 inh | 6 | -4 | -1 | 7 | 0 | -1 | -3 | -9
ATG4B inh | -9 | 26 | -2 | 0 | 3 | 6 | 4 | 5
SENP1 FRET inh | -1 | 2 | -1 | 0 | -2 | -2 | 2 | -2
MPTP inh | -2.0 | -1.8 | -1.6 | -0.1 | 0.8 | -4.7 | 0.1 | 1.3
PfGluPho inh | 3 | 7 | -13 | -6 | 35 | -2 | -33 | -15
hIAP act | 0.99 | 1 | 1.1 | 0.98 | 0.89 | 0.97 | 1.4 | 0.89
SENP8 inh | 35 | 4 | 21 | 22 | 10 | 3 | -207 | 3

17) O=C(Nc1cc(C(F)(F)F)ccc1N1CCOCC1)c1cnccn1
18) Cc1ccc(OCC(=O)NNC(=O)c2ccc3c(=O)n4c(nc3c2)CCC4)cc1
19) CCOC(=O)c1c(C)c2c(n1C)CCC/C2=N\O
20) CC(=O)Nc1ccc(C(=O)OC2CCOC2=O)cc1 (configuration not stated)
21) O=C(NCCN1C(=O)CSC1=O)C1CC(=O)N(c2ccccc2)C1 (configuration not stated)
22) Cc1cc(F)ccc1NC(=O)CCCN(C)S(=O)(=O)c1ccc(F)cc1
23) CC(C)(C)OC(=O)C[C@@H]1C/C=C\C[C@H](CC(=O)N[C@@H](CO)Cc2ccccc2)C(=O)N[C@H](Cc2ccccc2)COC1=O
24) O=C(Nc1cnccn1)c1ccc(Cl)cc1
screen / no. | 17 | 18 | 19 | 20 | 21 | 22 | 23 | 24
NR3A LBD binder | 0 | -2 | 0 | 0 | 1 | -2 | -1 | 1
SENP6 inh | 0 | 0 | -17 | -7 | 3 | -9 | -5 | -11
ATG4B inh | 1 | -6 | 11 | -5 | 0 | 0 | -3 | 0
SENP1 FRET inh | -1 | -1 | 1 | 0 | 3 | 2 | -1 | 6
MPTP inh | -0.6 | -0.3 | 0.0 | -1.0 | 0.0 | 0.1 | -0.7 | -0.3
PfGluPho inh | -7 | -10 | 9 | 7 | 5 | -7 | -16 | 3
hIAP act | 0.9 | 1.3 | 1 | 0.99 | 1.2 | 0.97 | 0.96 | 1.2
SENP8 inh | 2 | -92 | 26 | 8 | 26 | 14 | 8 | 18

25) Cc1ccccc1C(=O)Nc1ccc2c(c1)nc(CCNC(=O)c1ccco1)n2C
26) Cc1ccc(OCCNC(=O)c2ccc(C)o2)cc1
27) CCOC(=O)c1c(S(=O)(=O)N2CCCC(C)C2)c(C)n(C)c1C (configuration not stated)
28) Cc1ccccc1-c1nc2sc(-c3ccccc3)cc2c(=O)o1
29) O=C(c1ccc(Oc2cc(Cl)cc(Cl)c2)o1)N1CCCCC1
30) COCCNC(=O)CS(=O)Cc1nc(-c2ccc(OC)cc2)oc1C (configuration not stated)
31) CC(C)(C)OC(=O)NOCC(=O)N(CC(=O)c1ccccc1)Cc1ccccc1
32) COc1ccc2c(CC(=O)NCc3ccc4c(c3)OCO4)coc2c1
screen / no. | 25 | 26 | 27 | 28 | 29 | 30 | 31 | 32
NR3A LBD binder | 0 | 0 | -1 | 4 | 2 | 0 | 0 | -23
SENP6 inh | 7 | -12 | 11 | 80* | -10 | 4 | -10 | 1
ATG4B inh | 2 | 9 | -1 | 5 | 2 | -10 | 9 | 5
SENP1 FRET inh | 2 | -2 | 3 | -19 | -1 | 3 | 1 | -2
MPTP inh | -1.9 | -1.1 | -0.5 | 8.8 | 3.6 | -3.2 | 0.0 | 0.8
PfGluPho inh | 10 | -12 | -15 | 11 | -1 | 17 | -10 | -5
hIAP act | 1 | 0.98 | 1.2 | 1.1 | 0.96 | 0.94 | 1.1 | 1
SENP8 inh | 4 | 9 | 9 | -41 | 12 | 10 | 3 | -35

33) CC(C)Cc1nc(Nc2ccccc2C#N)c2nnn(Cc3ccccc3)c2n1
34) Cc1nnc(SCC(=O)Nc2cccc(S(N)(=O)=O)c2)n1-c1ccccc1
35) CCCCN1C(=N)N([C@@H](C)CN2CCC[C@H]2CN2C(N)=NC[C@H]2C(C)C)C[C@H]1[C@H](C)CC
36) CCOC(=O)c1oc2ccccc2c1CSc1nnnn1-c1ccc(C)cc1
37) CCCCOc1ccccc1NC(=O)C=C(C)C
38) COc1ccccc1-n1cnnc1SC(C)C(=O)Nc1cccc([N+](=O)[O-])c1 (configuration not stated)
39) Cc1[nH]nc2c1C(=O)CC(C)(C)C2
40) COc1ccc(C2/C(=C(/O)c3ccc(S(=O)(=O)N4CCOCC4)cc3)C(=O)C(=O)N2CCN2CCOCC2)cc1 (configuration not stated)
screen / no. | 33 | 34 | 35 | 36 | 37 | 38 | 39 | 40
NR3A LBD binder | -1 | 0 | 0 | 0 | 4 | -3 | -4 | 0
SENP6 inh | 8 | -9 | -11 | -3 | -10 | -3 | -18 | -8
ATG4B inh | 14 | -6 | / | 6 | 3 | -1 | 3 | -5
SENP1 FRET inh | 1 | 0 | -1 | 0 | -2 | 0 | 3 | -1
MPTP inh | 3.8 | -1.3 | 1.4 | 2.4 | -2.4 | -0.3 | -0.1 | 0.9
PfGluPho inh | 36 | 6 | 7 | 8 | 4 | 9 | -24 | 4
hIAP act | 1.1 | 0.95 | 0.98 | 0.84 | 1.3 | 0.99 | 0.98 | 1.1
SENP8 inh | -20 | 11 | 4 | 9 | 18 | 10 | 26 | 2

41) Cc1ccc(CNC(=O)NCc2ccccc2)cc1
42) Cc1ccc(NC(=O)c2ccccc2N2C(=O)C3C4C=CC(C5CC45)C3C2=O)cc1C (configuration not stated)
43) Cc1cccc(OCCCC(=O)Nc2nnc(C3CCCO3)s2)c1C (configuration not stated)
44) CC(=O)c1cnc(SCCN2C(=O)c3ccccc3C2=O)nc1C
45) CN(C)CCCn1c(SCC(=O)N2CC(=O)Nc3ccccc32)nc2ccccc2c1=O
46) Cc1c(Cl)c([N+](=O)[O-])nn1CC(=O)NCC1CCCO1 (configuration not stated)
47) COCCN1CCN(C(=O)C2CCC(=O)N(Cc3ccccc3F)C2)CC1 (configuration not stated)
48) Cc1cccc(CN2CCN(C(=S)Nc3ccccc3)CC2)c1
screen / no. | 41 | 42 | 43 | 44 | 45 | 46 | 47 | 48
NR3A LBD binder | -1 | -1 | 1 | -2 | -3 | -2 | 1 | 1
SENP6 inh | 3 | 4 | 2 | -9 | 1 | -2 | 14 | -18
ATG4B inh | 2 | 0 | 1 | -4 | -3 | 2 | -6 | -9
SENP1 FRET inh | 0 | 1 | 2 | 0 | 0 | 1 | 0 | 4
MPTP inh | 0.6 | 0.4 | 0.5 | 0.7 | 0.6 | -1.6 | 1.0 | -0.1
PfGluPho inh | -4 | -3 | 17 | -6 | -11 | 0 | 5 | -10
hIAP act | 1.1 | 1 | 0.98 | 0.9 | 1 | 1.1 | 0.96 | 1
SENP8 inh | 6 | 6 | 13 | 10 | -8 | 15 | 8 | 0

# An excerpt from above in order of SMILES length, rising:
37) CCCCOc1ccccc1NC(=O)C=C(C)C
39) Cc1[nH]nc2c1C(=O)CC(C)(C)C2
41) Cc1ccc(CNC(=O)NCc2ccccc2)cc1
48) Cc1cccc(CN2CCN(C(=S)Nc3ccccc3)CC2)c1
43) Cc1cccc(OCCCC(=O)Nc2nnc(C3CCCO3)s2)c1C (configuration not stated)
44) CC(=O)c1cnc(SCCN2C(=O)c3ccccc3C2=O)nc1C
46) Cc1c(Cl)c([N+](=O)[O-])nn1CC(=O)NCC1CCCO1 (configuration not stated)
47) COCCN1CCN(C(=O)C2CCC(=O)N(Cc3ccccc3F)C2)CC1 (configuration not stated)
38) COc1ccccc1-n1cnnc1SC(C)C(=O)Nc1cccc([N+](=O)[O-])c1 (configuration not stated)
42) Cc1ccc(NC(=O)c2ccccc2N2C(=O)C3C4C=CC(C5CC45)C3C2=O)cc1C (configuration not stated)
screen / no. | 37 | 39 | 41 | 48 | 43 | 44 | 46 | 47 | 38 | 42
NR3A LBD binder | 4 | -4 | -1 | 1 | 1 | -2 | -2 | 1 | -3 | -1
SENP6 inh | -10 | -18 | 3 | -18 | 2 | -9 | -2 | 14 | -3 | 4
ATG4B inh | 3 | 3 | 2 | -9 | 1 | -4 | 2 | -6 | -1 | 0
SENP1 FRET inh | -2 | 3 | 0 | 4 | 2 | 0 | 1 | 0 | 0 | 1
MPTP inh | -2.4 | -0.1 | 0.6 | -0.1 | 0.5 | 0.7 | -1.6 | 1.0 | -0.3 | 0.4
PfGluPho inh | 4 | -24 | -4 | -10 | 17 | -6 | 0 | 5 | 9 | -3
hIAP act | 1.3 | 0.98 | 1.1 | 1 | 0.98 | 0.9 | 1.1 | 0.96 | 0.99 | 1
SENP8 inh | 18 | 26 | 6 | 0 | 13 | 10 | 15 | 8 | 10 | 6

35) CCCCN1C(=N)N([C@@H](C)CN2CCC[C@H]2CN2C(N)=NC[C@H]2C(C)C)C[C@H]1[C@H](C)CC
screen / no. | 35
NR3A LBD binder | 0
SENP6 inh | -11
ATG4B inh | /
SENP1 FRET inh | -1
MPTP inh | 1.4
PfGluPho inh | 7
hIAP act | 0.98
SENP8 inh | 4

# Screens (PubChem BioAssay)
